Ecoli viability: reduces bacterial viability in AddAB counter-screen | E. coli V3065 growth, OD600 absorbance, 18 h | inhibition, % at 11.9 µM | actives 0.27% (n = 330,000) | AID 449728;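 active = inhibition above the campaign's mean inhibition across all tested compounds plus 3 SD, cut at about 9.9% in these data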;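 note: uninfected addAB+ strain grown without phage in ampicillin broth; 0% = DMSO wells and 100% = ciprofloxacin 0.95 µg/ml wells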
CAL PDZ FP-1: human CAL PDZ-peptide interaction inhibition; AID 504414; actives 0.02% (n = 330,000); inhibition, % at 20 µM; Q9HD26; purified CAL PDZ, TMR-peptide fluorescence polarization, 1 h;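 active = highest replicate inhibition of at least 40%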;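 note: plate controls were DMSO neutral control wells for no effect and unlabeled competitor peptide control wells for full effect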
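System: purified tagged CAL PDZ domain construct (CerCALP). Schedule: 1 h incubation at room temperature before polarization reading. Medium: 25 mM sodium phosphate pH 7.4, 150 mM NaCl, TCEP, IgG, Thesit. Read-out: percent inhibition from loss of millipolarization. Measured by: FP readout, S and P plane fluorescence. Probe or stimulus: fluorescent TMR peptide probe.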
SR-BI uptake up: SR-BI HDL lipid transfer activation; CHO ldlA[mSR-BI] cells, DiI-HDL uptake fluorescence, 3 h; 100 = double the neutral-control signal; activation, % at 12.5 µM; actives 0.096% (n = 320,000); AID 504775;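 active = mean replicate activation of at least 60% and every replicate at or above 60%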;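 note: 0% = median plate neutral-control signal and 100% = twice that signal; values of inactives mirror those of a sister screen read the other way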
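Test system: SR-BI-overexpressing, LDLR-lacking CHO cells; Medium: Ham's F12 with 0.5% BSA, HEPES 25 mM, pH 7.4; Schedule: 3 h, 37 °C; Technique: bottom-read fluorescence, 550/595 nm.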
Wnt bcat act: Wnt/beta-catenin pathway activation; actives 1.2% (n = 300,000); activation, % at 9.35 µM; Wnt/beta-catenin reporter cell assay, activator, plate reader; in the data active = activation above about 30%, passing the limit was not always enough;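 note: 0% = neutral control wells and 100% = positive control wells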
AddAB inh: less growth of phage-infected E. coli with AddAB. E. coli expressing H. pylori AddAB, absorbance growth. inhibition, % at 11.9 µM. actives 0.29% (n = 330,000); in the data active = inhibition above about 12%;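 note: 0% = vehicle wells of infected cells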
CAL PDZ FP-2: CAL PDZ (human) peptide binding inhibition; AID 602252; Q9HD26; inhibition, % at 24.9 µM; actives 0.92% (n = 300,000); purified CAL PDZ, TMR-peptide fluorescence polarization, 1 h;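 active = mean inhibition of at least 30% with at least half of replicates also reaching 30%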;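 note: 0% = DMSO neutral control and 100% = excess unlabeled competitor peptide PRC23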
Tat export inh: blocks Tat-dependent protein export in E. coli; inhibition, % at 10 µM; AID 488895; actives 0.036% (n = 340,000); E. coli MC4100 TorA-mCherry Tat export, fluorescence;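 active = mean replicate inhibition at least 50% and at least half of replicates individually reaching 50%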;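 note: exported cargo escapes ClpAP degradation while cytoplasmic cargo is degraded and loses fluorescence; 0% = median of neutral control wells and 100% = median of NaSCN control wells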
SR-BI DiI inh: blocks mouse SR-BI lipid uptake from DiI-HDL. Q61009. ldlA[mSR-BI] CHO cells, DiI-HDL uptake fluorescence, 3 h. inhibition, % at 12.5 µM. actives 0.96% (n = 320,000). AID 488896;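 active = mean replicate inhibition of at least 70% and a set share of replicates each scoring 70 or more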;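 note: 0% = median of neutral control wells and 100% = median of positive control wells; values of inactives mirror those of a sister screen read the other way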
Target sequence (Q61009 whole entry, looked up): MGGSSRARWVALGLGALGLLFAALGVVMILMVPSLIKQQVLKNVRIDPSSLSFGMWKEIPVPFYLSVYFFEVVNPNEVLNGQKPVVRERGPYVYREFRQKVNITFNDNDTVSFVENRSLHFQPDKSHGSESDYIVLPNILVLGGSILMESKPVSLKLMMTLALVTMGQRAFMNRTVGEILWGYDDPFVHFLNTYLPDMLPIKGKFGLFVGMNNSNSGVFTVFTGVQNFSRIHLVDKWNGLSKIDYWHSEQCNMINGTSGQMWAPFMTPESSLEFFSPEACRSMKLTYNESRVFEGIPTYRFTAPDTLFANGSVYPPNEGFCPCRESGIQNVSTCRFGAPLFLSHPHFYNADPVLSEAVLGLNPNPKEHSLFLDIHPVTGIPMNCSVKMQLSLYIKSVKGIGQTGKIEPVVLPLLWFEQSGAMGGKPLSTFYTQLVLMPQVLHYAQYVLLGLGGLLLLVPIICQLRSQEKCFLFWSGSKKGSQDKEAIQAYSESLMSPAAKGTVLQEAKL
phage Ecoli inh: E. coli growth loss with phage present; growth absorbance; inhibition, % at 11.9 µM; actives 0.26% (n = 360,000); AID 651602; in the data active = inhibition above about 11%
MITF act: activators of MITF-driven TRPM1 promoter activity in SK-MEL-5 cells; SK-MEL-5 TRPM1-promoter luciferase, 24 h; % of positive control, neutral wells = 0; AID 588334; actives 0.75% (n = 300,000); activation, % at 12.5 µM;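 active = mean activation of at least 80% with every replicate also reaching 80%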;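 note: 0% = neutral control wells and 100% = parthenolide positive control wells; values of inactives mirror those of a sister screen read the other way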
Starred values were filed as active, the others as inactive; / = not tested or not shown. Not a hit list. Share with any hit: about 3.6%.

SMILES | Ecoli viability | CAL PDZ FP-1 | SR-BI uptake up | Wnt bcat act | AddAB inh | CAL PDZ FP-2 | Tat export inh | SR-BI DiI inh | phage Ecoli inh | MITF act
CCNc1nc(NCC)n2c(SCC(=O)Nc3cc(Cl)ccc3OC)nnc2n1 | -0.3 | -0.6 | -12.4 | -1.4 | -5.0 | 14.4 | -0.3 | 12.4 | 2.6 | 9.1
COCC(=O)N(Cc1ccccc1)c1ccccn1 | -0.4 | -1.7 | 5.8 | -4.5 | -0.4 | -2.4 | 2.7 | -5.8 | 2.5 | -9.1
COc1cc(-c2cc(C(=O)OCC(=O)Nc3ccc4c(c3)OCO4)c3ccccc3n2)cc(OC)c1OC | -1.4 | -2.0 | -4.4 | -1.8 | 1.9 | -3.4 | 3.0 | 4.4 | 1.3 | 8.2
Cc1ccc(NC(=O)CCN2C(=O)c3ccccc3S2(=O)=O)cc1F | 0.7 | -1.9 | 6.9 | 1.0 | 4.4 | 3.4 | 5.5 | -6.9 | 2.4 | 5.3
CN(c1ccccc1C(=O)O)S(=O)(=O)c1ccc2c3c(cccc13)C(=O)N2 | -1.8 | -0.9 | 9.9 | / | 0.6 | -4.3 | -0.2 | -9.9 | 0.1 | 1.5
CC(=O)c1c(C(C)=O)c(C)n(-c2ccc(C(=O)O)cc2)c1C | 2.5 | / | 30.4 | / | -0.7 | -5.8 | -8.5 | -30.4 | 4.9 | -34.7
COc1ccccc1C1=NOC(COC(=O)c2ccc([N+](=O)[O-])cc2)C1 (centres undefined) | 0.3 | / | / | 41.0* | 2.5 | / | / | / | -1.5 | /
N#Cc1c(NC(=O)CCN2C(=O)c3ccccc3C2=O)oc(-c2ccccc2)c1-c1ccccc1 | -2.8 | 0.4 | -51.9 | / | 0.0 | 1.3 | 3.0 | 51.9 | 2.5 | -12.6
NC(=O)C12CCCC(Br)(CCC1)C2 | -1.1 | -2.7 | / | 2.9 | -1.0 | 0.3 | 2.3 | / | 1.9 | -7.8
COc1cccc(-c2nc(CS(=O)CC(=O)NCCc3ccc(C)cc3)c(C)o2)c1 (centres undefined) | 1.3 | -2.5 | 1.5 | -1.7 | -0.2 | 0.9 | -1.4 | -1.5 | -0.8 | -1.8
COC(=O)c1ccc(Nc2nc(C)cc(=O)[nH]2)cc1 | -3.4 | -2.4 | 2.3 | / | 3.2 | -1.0 | -8.2 | -2.3 | 1.3 | 5.3
CCOc1ccc(-n2c(O)cc(=O)[nH]c2=O)cc1 | -2.3 | 0.1 | 11.6 | -0.4 | -0.7 | -2.1 | -5.1 | -11.6 | 1.1 | 3.4
CNC(=O)CC1C(=O)N(c2ccc(F)cc2)C(=S)N1NC(=O)c1ccc(Cl)cc1 (centres undefined) | -1.7 | -1.1 | 0.6 | -1.7 | -1.8 | -3.6 | -10.7 | -0.6 | 0.2 | 0.0
Cc1cccc(C(=O)NC2CC3CCCC(C2)N3C(=O)NC2CCCCC2)c1 (centres undefined) | -5.5 | -0.2 | / | -7.4 | -3.5 | -2.8 | 10.6 | -19.2 | 0.1 | 7.8
Cc1ccc(NC(=O)CN(C)C(=O)c2ccc(-n3cncn3)c([N+](=O)[O-])c2)cc1 | 0.9 | -1.4 | -20.2 | -2.3 | 2.7 | 0.0 | 3.7 | 20.2 | 2.6 | 0.0
CSCC[C@H](NC(=O)c1cc2c([nH]c3ccccc32)c(-c2ccccc2)n1)C(=O)O | -2.2 | -7.4 | -13.6 | -1.8 | 4.2 | -12.7 | -5.6 | 13.6 | 1.0 | -15.4
CCOc1ccc2nc(/N=C/c3nc(-c4ccc(Br)cc4)oc3O)sc2c1 | 2.5 | -0.4 | 18.7 | / | 3.8 | -4.2 | -4.2 | -18.6 | -1.6 | 10.7
Cc1nc(-c2ccccc2)sc1C(=O)CSc1ccccc1 | -0.4 | -0.5 | 25.2 | / | 0.1 | -3.0 | 8.0 | -25.2 | 2.5 | -6.2
C=CCn1cc(C(=O)NCCCN(CC)CC)c(=O)c2cc(S(=O)(=O)N3CCC(C)CC3)ccc21 | 0.1 | -1.4 | 6.9 | -2.2 | -0.6 | -5.4 | -1.1 | -6.9 | 1.7 | 8.1
O=C(OCCNc1nc(-c2ccccc2)nc2ccccc12)c1cccnc1 | -1.1 | -2.7 | -0.5 | -8.5 | -1.6 | 1.1 | -4.8 | 0.5 | 5.0 | 14.6
Cc1ccc(/C=C/C(=O)NCc2ccc3c(c2)OCO3)o1 | 0.2 | -1.9 | 13.0 | / | 2.3 | 0.3 | 3.8 | -13.0 | 1.8 | -0.2
O=c1c2c3c(sc2nc2n1CCC2)CCCCC3 | 1.9 | -3.2 | -9.5 | 1.9 | 0.7 | -4.2 | -1.0 | 9.5 | 0.1 | 9.2
Cc1ccc(S(=O)(=O)/N=C(/c2ccccc2)N(C)c2ccc(O)cc2)cc1 | -1.1 | -2.6 | / | 4.2 | -0.2 | -2.9 | 1.9 | / | 5.0 | -0.6
C=CCN(c1ccc(C(=O)Nc2cc(C)cc(C)c2)cc1)S(C)(=O)=O | -1.0 | -2.2 | -29.6 | -1.9 | 3.0 | -4.9 | 1.1 | 29.6 | 2.3 | 0.8
COC(=O)[C@]1(Cc2ccccc2)N[C@H](CN(C)C(=O)c2ccc(C)cc2)[C@@H]2C(=O)N(Cc3ccccc3)C(=O)[C@@H]21 | 0.7 | -0.2 | 12.9 | -1.0 | 1.5 | -2.1 | 2.2 | -12.9 | 0.9 | -9.1
O=C(Nc1ccc(F)cc1)C(c1ccccc1)N1CCN(S(=O)(=O)c2c(F)cccc2F)CC1 (centres undefined) | 1.9 | -1.1 | -1.7 | / | 2.0 | -3.9 | 7.3 | 1.7 | 0.7 | -1.0
CCOc1ccc(NC(=O)CN2C(=O)CSc3ccc(S(=O)(=O)N4CCOCC4)cc32)cc1 | -1.4 | -2.5 | -8.3 | -0.8 | -0.2 | -4.3 | -7.5 | 8.3 | -0.6 | 4.4
Cc1ccc(C(=O)N/C(=C\C=C\c2ccccc2)C(=O)NCc2ccco2)cc1 | 1.4 | 0.0 | -6.9 | 4.7 | 0.2 | 0.6 | -5.0 | 6.9 | 4.1 | -0.3
CCN(CC(=O)NCc1cccs1)C(=O)COc1ccc(C(N)=O)cc1 | -0.7 | 0.0 | 9.7 | 5.8 | -1.8 | -0.5 | -2.8 | -9.7 | 1.5 | -0.1
CN(Cc1ccccc1)C(=O)C(C(=O)c1ccc(F)cc1)n1cc(Cl)ccc1=O (centres undefined) | 0.2 | -0.5 | 26.3 | 4.7 | 3.1 | / | -0.9 | -26.3 | 3.9 | 55.5
COC(=O)CCN(C)CCC(=O)OC | 0.1 | 1.1 | 22.8 | / | 1.7 | -2.4 | -1.0 | -22.8 | 1.4 | 10.2
Cc1ccc(C)c(S(=O)(=O)N2CCN(c3ncnc4sccc34)CC2)c1 | 1.7 | -5.0 | -68.4 | -3.7 | 1.7 | 9.4 | 0.2 | 68.4 | -1.1 | -33.1
O=C(c1ccc(NC2=NC3CS(=O)(=O)CC3S2)cc1)N1CCN(c2ccccc2)CC1 (centres undefined) | -0.6 | -1.0 | 11.8 | -5.0 | 1.1 | 2.5 | 4.4 | -11.8 | 2.1 | /
CCCn1c(=O)c(-c2nc3ccccc3[nH]2)c(O)c2ccccc21 | -0.9 | -0.7 | -26.9 | 9.8 | -2.7 | -8.4 | -10.5 | 26.9 | 2.7 | 2.0
O=C(COC(=O)COc1ccc(Cl)cc1)NC1CCS(=O)(=O)C1 (centres undefined) | -1.9 | 0.9 | 8.2 | -1.2 | 0.6 | 8.7 | 8.5 | -8.2 | 2.3 | /
Cc1nc(N=Nc2ccc(O)cc2)n[nH]1 | -0.6 | -1.8 | / | 43.8* | 0.5 | -6.7 | -6.2 | / | 1.9 | 38.3

The final three entries of the section before open the next one:
SMILES | Ecoli viability | CAL PDZ FP-1 | SR-BI uptake up | Wnt bcat act | AddAB inh | CAL PDZ FP-2 | Tat export inh | SR-BI DiI inh | phage Ecoli inh | MITF act
CCCn1c(=O)c(-c2nc3ccccc3[nH]2)c(O)c2ccccc21 | -0.9 | -0.7 | -26.9 | 9.8 | -2.7 | -8.4 | -10.5 | 26.9 | 2.7 | 2.0
O=C(COC(=O)COc1ccc(Cl)cc1)NC1CCS(=O)(=O)C1 (centres undefined) | -1.9 | 0.9 | 8.2 | -1.2 | 0.6 | 8.7 | 8.5 | -8.2 | 2.3 | /
Cc1nc(N=Nc2ccc(O)cc2)n[nH]1 | -0.6 | -1.8 | / | 43.8* | 0.5 | -6.7 | -6.2 | / | 1.9 | 38.3
Cc1cc(C)n(CC(=O)NNC(=O)CCNC(=O)c2ccccc2Cl)n1 | 2.1 | -0.4 | 20.0 | 0.9 | 1.4 | -2.3 | -8.7 | -20.0 | 2.5 | -4.5
CCOc1ccc(N2C(=O)CC(N3CCC(NC(=O)Nc4ccccc4)CC3)C2=O)cc1 (centres undefined) | -2.1 | -1.4 | / | -0.8 | 3.2 | 2.0 | 8.5 | / | 2.5 | -7.3
O=C(NCCc1nc2ccccc2[nH]1)C1CCC(=O)N(CCc2cccc(F)c2)C1 (centres undefined) | 1.4 | -1.3 | 0.2 | 3.3 | 1.3 | -4.8 | -1.6 | -0.2 | 0.2 | -11.0
Cn1cnc([N+](=O)[O-])c1Sc1nc(N)nc2c1ncn2C1CC(O)C(CO)O1 (centres undefined) | / | -0.2 | 6.5 | -3.1 | / | -4.9 | -17.6 | -6.5 | 5.7 | /
Cc1c(Cc2ccccc2)c(=O)oc2cc(OCC(=O)c3ccccc3)ccc12 | 1.3 | -1.5 | 15.6 | -4.4 | 3.0 | -2.5 | -3.1 | -15.6 | 1.1 | -5.0
Cc1cc([N+](=O)[O-])ccc1NC(=O)CCC(=O)N1CCCCCC1 | 0.7 | -0.3 | -2.6 | -2.3 | 0.6 | 10.6 | -2.4 | 2.6 | 1.1 | 8.7
Cc1cc(Br)ccc1NC(=O)CNC(=O)CN(C)Cc1nc2ccccc2c(=O)[nH]1 | 1.0 | -1.4 | 13.5 | -5.6 | 1.9 | -4.1 | -13.1 | -13.5 | 0.9 | 1.7
CCCCc1cc(=O)oc2cc(C)cc(OCc3nn[nH]n3)c12 | 0.8 | -0.2 | 33.7 | / | 2.7 | -3.3 | -2.3 | -33.7 | 2.0 | 5.3
O=C(CN1CCN(S(=O)(=O)N2CCCCC2)CC1)Nc1cc(Cl)ccc1Cl | -2.6 | -0.8 | -4.6 | -0.5 | -0.7 | -0.6 | -3.7 | 4.6 | 2.3 | -11.0
Cc1ccc(N=C2S/C(=C/c3cccc(OCC(=O)O)c3)C(=O)N2C)cc1C | 0.0 | -3.3 | 35.7 | -2.1 | 0.4 | -16.0 | 8.3 | -35.7 | 2.6 | -2.5
CNc1c(NC(=O)c2ccc3c(c2)OCO3)c(=O)oc2ccccc12 | 3.9 | -2.2 | 27.6 | -0.4 | 2.0 | -3.7 | 10.7 | -27.6 | 5.1 | 16.0

Source: PubChem BioAssay
